High-throughput results from PubChem BioAssay.
Sm TGR inh = inhibitors of Schistosoma mansoni thioredoxin glutathione reductase; purified TGR, DTNB reduction, TNB absorbance 405 nm; 3% of 360,000 active; Potency, µM (top dose mostly 114 µM), for the others: at the highest dose activity change, negative = inhibition, usual class: inhibitors; Q962Y6; also: potency is read from the fitted curve at half-maximal effect; nearly all actives have a fitted effect of over 60% in size
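TGR 20 nM + NADPH 100 uM (dispensed conc.), cpd preinc 15 min RT; start with NADPH (500 uM addition) then DTNB (15 mM addition). Kinetic TNB absorbance, 405 nm filter. Four-parameter Hill fit across titration.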
AmpC detergent = inhibitors of E. coli AmpC beta-lactamase with detergent; Potency, µM (titrated, usually from 114 µM), for the others: at the highest dose activity change, negative = inhibition, most hits filed as inhibitors; 0.041% of 370,000 active; AmpC hydrolysis of nitrocefin, absorbance 480 nm, 0.01% Triton;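 also: potency is read from the fitted curve at half-maximal effect; 0% = no-compound wells and -100% = no-enzyme wells; nearly all actives have a fitted effect of over 25% in size; some results filed as inactive show a strong effect at the top dose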
Target sequence (P00811 whole entry, looked up): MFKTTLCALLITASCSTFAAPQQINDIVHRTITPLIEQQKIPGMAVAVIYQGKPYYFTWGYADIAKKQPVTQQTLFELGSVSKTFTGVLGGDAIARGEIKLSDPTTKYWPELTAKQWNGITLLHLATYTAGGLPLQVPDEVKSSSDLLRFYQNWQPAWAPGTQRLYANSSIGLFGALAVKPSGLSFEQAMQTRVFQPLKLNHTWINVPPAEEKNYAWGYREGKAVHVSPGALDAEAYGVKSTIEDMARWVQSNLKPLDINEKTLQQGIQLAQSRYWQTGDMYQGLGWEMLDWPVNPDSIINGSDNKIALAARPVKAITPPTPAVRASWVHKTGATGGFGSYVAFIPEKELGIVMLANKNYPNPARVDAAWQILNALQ
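20 mM phosphate pH 7.0 + 0.01% (detergent screen) or 0.0001% Triton X-100; 5.3 nM AmpC reagent; cpd preinc 15 min RT; nitrocefin (800 uM stock) to start; A480 q20 s × 4 min; Activity was normalised to no-enzyme and no-compound control wells.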
AMA1 RON2 block = disrupts binding of P. falciparum AMA1 to RON2; AlphaScreen AMA1-biotinylated RON2 peptide binding; Potency, µM (doses to about 58.2 µM), for inactives: top-dose activity change, negative = inhibition, usual class: inhibitors; 0.2% of 360,000 active; AID 720542;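 also: potency is read from the fitted curve at half-maximal effect; 0% = vehicle wells and -100% = peptide control; nearly all actives have a fitted effect of over 45% in size; some results filed as inactive show a strong effect at the top dose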
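AMA1 (3D7) with his tag at 25 nM final met compounds first, then biotinylated RON2 peptide at 25 nM; detection used donor plus acceptor beads, 10 µg/mL apiece, read by AlphaScreen after 30 min at room temperature.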
HCV inhibitor = blocks hepatitis C virus. 3.4% of 340,000 active. AID 651820. Potency, µM (highest dose often 41.8 µM), for the others: top-dose activity change, negative = inhibition, usual class: inhibitors. Huh7.5.1 HCVcc-Cre infection, luciferase reporter, 44 h; also: potency is read from the fitted curve at half-maximal effect
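Whole-lifecycle infectious HCVcc-Cre system; cells 1,000/well, compound then virus (~0.5 moi) added 4 h after plating, 44 h culture. Luciferase read 15 sec following 15 min substrate incubation, room temp.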
HCMV antiviral = blocks human cytomegalovirus replication; HFF cells, HCMV-luciferase reporter, 72 h; active compounds read low; activity change, negative = inhibition, % at 57.5 µM; 4.5% of 410,000 active; AID 1259415; in the data active = activity change below about -60%; inconclusive = no clear call, values can overlap the other calls; inactive = above about -39%
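Human foreskin fibroblasts infected with luciferase-reporter HCMV at MOI 1 PFU/cell, compounds at two doses. Luciferase measured 72 h post infection; normalized to buffer-only basal and Salinomycin (10uM) controls.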
FBPA Giardia inh = Giardia lamblia aldolase inhibition; 0.71% of 290,000 active; Potency, µM (doses to about 59.6 µM), for inactives: at the top dose activity, negative = inhibition, usual class: inhibitors; A8B2U2; purified Giardia FBPA; AID 2451; also: potency is read from the fitted curve at half-maximal effect; nearly all actives have a fitted effect of over 55% in size
Target sequence (A8B2U2 whole entry, looked up): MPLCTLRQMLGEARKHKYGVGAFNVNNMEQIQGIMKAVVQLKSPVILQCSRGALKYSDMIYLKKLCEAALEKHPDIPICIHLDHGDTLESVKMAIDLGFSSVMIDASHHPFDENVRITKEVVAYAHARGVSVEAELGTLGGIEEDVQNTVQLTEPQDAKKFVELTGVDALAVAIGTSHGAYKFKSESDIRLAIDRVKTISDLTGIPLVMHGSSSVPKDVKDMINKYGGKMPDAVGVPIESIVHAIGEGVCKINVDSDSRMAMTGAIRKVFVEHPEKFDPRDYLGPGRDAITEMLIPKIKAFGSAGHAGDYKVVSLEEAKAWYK
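40 nM FBPA preincubated 10 min at RT with compound (up to 57.5 uM final), then substrate plus GAPDH/TPI/NAD/arsenate coupling and diaphorase/resazurin added. Fluorescence read after 20 min at RT, 525/598 nm.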
The depositor's hits bear a star; ? = inconclusive; · = no result given; [ ] = dose if it differs, or a comment. Unless noted, calls follow the shape of the dose curve; as a rule, active = well fitted curve in the direction sought with a large enough effect; inconclusive = small, poorly fitted or top-dose-only effect, or another doubt; inactive = no such curve, though single readings can be large; an effect the other way counts as inactive or inconclusive. Unless noted, % is scaled to controls: 0 for no effect and ±100 for the full control effect.

SMILES	Sm TGR inh	AmpC detergent	AMA1 RON2 block	HCV inhibitor	HCMV antiviral	FBPA Giardia inh
Cc1ccc(OCC(=O)Nc2cccc(OCc3cc(=O)n4ccccc4n3)c2)cc1C	-5%	19%	·	·	60	·
COc1ccc(CNC(=O)CCc2c(C)nn(-c3ccc(N4CCCC4)nn3)c2C)cc1	3%	0%	·	·	?	·
CN(C)CCN(Cc1ccco1)C(=O)c1cc2c(s1)-c1ccccc1OC2	-5%	20%	·	·	?	·
Cc1ccc(C)c(SCC(=O)NCC(c2ccco2)N2CCCCC2)c1 (stereo not given)	-15%	-8%	-9%	-13%	?	·
Cc1ccc(-c2sc(C(=O)NN)c(C)c2C#N)cc1	-5%	1%	103%[activator]	-16%	-19	5%
Cc1cc(C)c2[nH]c(=O)c(CN(CC3CCCO3)C(=O)c3cnccn3)cc2c1 (stereo not given)	-8%	?	0%	3%	-8	12%
Cc1ccc(C)c(N(C(=O)c2csnn2)C(C(=O)NC2CCCCC2)c2ccncc2)c1 (stereo not given)	2%	0%	-6%	-5%	-17	3%
CCS(=O)(=O)Nc1ccccc1C(N)=O	11%	-1%	1%	7%	-25	-5%
O=[N+]([O-])c1cccc(N=Cc2sc3ccccc3c2O)c1	-18%	-5%	·	·	-34	-2%
CC1=C(CC(=O)c2ccc(Cl)cc2)C(=O)c2ccccc2C1=O	?	-5%	12µM*	4.5µM*	-22	-24%
CCc1ccc(CNC(=O)C2COc3ccccc3C2)cc1 (stereo not given)	7%	12%	·	·	32	·
CCOC(=O)c1[nH]c(C)c(C(=O)N2CCN(c3ccccc3)CC2)c1C	0%	-6%	-2%	12%	15	8%
CC1CC(C(F)(F)F)n2ncc(C(=O)O)c2N1 (stereo not given)	-2%	-9%	-2%	9%	45	2%
CCC1C(C#N)=C(N)OC2=C1C(=O)CC(C)(C)C2 (stereo not given)	-20%	?	0%	6%	·	-15%
O=C(CCN1C(=O)/C(=C/c2ccc(Cl)cc2)SC1=S)Nc1ccc(C(=O)O)cc1	-25%	5%	-1%	25%	60	-1%
O=C(Nc1nnc(-c2ccc(F)cc2)o1)c1ccco1	5%	4%	90%[activator]	14%	18	?
Oc1ccc(/C=N/NC(=S)NCCN2CCOCC2)c(O)c1	3%	7%	-19%	5%	40	9%
O=[N+]([O-])c1ccccc1/C=N/Nc1nc(N2CCCC2)nc(N2CCCC2)n1	3%	0%	-14%	-14%	58	2%
CCCC(NC(=O)Cc1c(C)c2cc3c(C)c(C)oc3c(C)c2oc1=O)C(=O)N[C@@H](Cc1ccccc1)C(=O)O (stereo not given in full)	-11%	-8%	-21%	11%	17	20%
COc1ccc(/C=C2/SC(=O)N(CCNC(=O)C3CCCN3C(=O)c3cccs3)C2=O)cc1 (stereo not given)	4%	3%	3%	?	-26	0%
Nc1nnc(Cc2ccc(Cl)cc2Cl)s1	-8%	-11%	17%	-1%	14	2%
Cc1ccc(C)c(NC(=O)CCS(=O)(=O)c2cccc3nsnc23)c1	-5%	?	·	·	15	·
Cc1ccc(S(=O)(=O)NCc2ccc(C(=O)N(C)CCC#N)cc2)cc1	2%	-15%	-6%	6%	-20	-1%
CC(C)(C)S(=O)N1Cc2cn(Cc3ccccc3)c(=O)cc2[C@@H]1CCO (stereo not given in full)	·	·	0%	44%[activator]	-16	·
CC(C)(CO)NC(=S)NCc1ccco1	25µM*	-1%	0%	11%	-36	?
CC1CCN(S(=O)(=O)c2ccc3nc(NCc4ccc(N(C)C)cc4)ccc3c2)CC1	1%	-4%	·	·	-38	·
CCC1CCCCN1S(=O)(=O)c1ccc(NC(=O)C2CCN(C(=O)c3ccco3)CC2)cc1 (stereo not given)	-1%	2%	-15%	?	-24	·
CC1(C)NC(=O)N(CC(O)CN2CCOCC2)C1=O (stereo not given)	-10%	?	38%[activator]	1%	-23	1%
O=S(=O)(NCCC1=CCCCC1)c1ccccc1Cl	-3%	?	5%	12%	0	·
O=C(c1cc(-c2ccco2)on1)N1CCN(C(c2ccccc2)c2ccccc2)CC1	-19%	4%	12%	2.5µM*	-104*	1%
Cc1ccc(Cn2ncn(-c3ccccc3)c2=O)cc1	·	-2%	3%	11%	13	1%
O=S(=O)(Cc1cc(Cl)nc(-c2ccncc2)n1)c1ccccc1	?	6%	-27%	?	-66*	-1%
CC1CC(NC(=O)C2(C)CC2(Cl)Cl)CC(C)(C)C1 (stereo not given)	6%	4%	-5%	0%	-4	0%
CN(C)/C=N/c1nc(-c2ccc3c(c2)OCO3)cs1	8%	-2%	-11%	?	33	0%
CN(C)C(=O)Cn1cnc2c(cnn2-c2ccc(F)cc2)c1=O	1%	-9%	7%	15%	8	9%
CCOC(=O)c1c(NC(=O)C(C)NCc2ccco2)sc2c1CCC(C)C2 (stereo not given)	?	4%	-16%	?	-24	?
O=C(Nc1ccccc1)N(Cc1cccnc1)Cc1ccco1	-13%	3%	-8%	21%	-1	-3%
O=C(NN1C(=O)c2ccccc2NC1c1ccco1)c1ccc(Br)cc1 (stereo not given)	-12%	?	15%	9%	8	2%
Nc1nc(=S)c2ncn([C@@H]3O[C@H](CO)[C@@H](O)[C@H]3O)c2[nH]1	0%	-13%	-17%	2.2µM*	-89*	·
Cc1csc(NC(=O)[C@@H]2CCCN2C(=O)c2cccs2)n1	2%	4%	20%	29%	0	4%
COc1cccc(C2C(C(=O)Nc3cccnc3)=C(C)Nc3nnnn32)c1OC (stereo not given)	0%	-12%	1%	-5%	-69*	-1%
CSc1ccc(CN2CCC(CO)(CCOc3ccccc3)CC2)cc1	12%	-9%	0%	?	-18	11%
O=C(CCc1c[nH]c2ccccc12)NC(Cc1c[nH]c2ccccc12)C(=O)O (stereo not given)	-13%	4%	13%	15%	52	-4%
COc1ccc(N2CCN(C(=O)c3cccc(NS(=O)(=O)c4cccc(F)c4)c3)CC2)cc1	-23%	3%	-7%	-1%	24	15%
Cc1ccc(CN2C(=O)CN=C(c3ccccc3)c3ccccc32)cc1	1%	0%	-3%	16%	-74*	-25%
CCN(C(=O)COC(=O)c1c(-c2ccccc2)noc1C)c1c(N)n(Cc2ccccc2)c(=O)[nH]c1=O	1%	1%	17%	15%	-1	·
COc1ccc(Oc2ccc(C(F)(F)F)cc2N)cc1	1%	-2%	11%	-8%	15	-7%
O=C(c1cc(C(=O)NCc2ccccc2)c(=O)n(Cc2ccccc2)c1)c1cc(Br)ccc1O	-4%	0%	-6%	?	-14	-1%
O=C(Cn1ncc2c([nH]c3ccccc32)c1=O)Nc1cccnc1	0%	-8%	-6%	20%	-22	-19%
COc1cccc(-c2nc(-c3ccc4c(c3)NC(=O)CO4)cs2)c1	?	-11%	1%	14µM*	2	0%
COc1cccc(NC(=O)CSc2nncn2N)c1	0%	0%	4%	10%	3	-2%
Cc1cc(C)c2c(=O)cc(C(=O)Nc3sc4c(c3C(=O)NCc3cccnc3)CCCC4)oc2c1	5%	8%	·	·	-10	·
COc1ccc(NC(=O)CN2C(=O)NC3(CCCC3)C2=O)c(OC)c1	2%	?	-5%	12%	-3	4%
COc1cccc(C(=O)Nc2cc(C)c3c(=O)oc4ccccc4c3n2)c1	-3%	3%	1%	14%	55	0%
CCCCCCCC(=O)Nc1cc(C(=O)NCc2ccc(C)cc2)ccc1N1CCC2(CC1)CC(c1cccc(Br)c1)=NO2	0%	-12%	0%	5%	-11	·
CCOC(=O)c1cccc(NC(=O)CSc2nnc(-c3ccoc3C)n2CC)c1	-3%	5%	-27%	-19%	-38	-8%
Cc1ccc2occ(/C=N/NC(=O)c3ccccc3O)c(=O)c2c1	6%	-3%	0%	?	-83*	7%
CCOc1ccc2oc(-c3ccccc3)c(C(=O)N(C)C)c2c1	7%	1%	-4%	?	-62*	2%
Cn1c(Cn2nnc3ccccc32)nnc1SCC(=O)Nc1nccs1	-3%	?	-5%	9%	-27	1%
Cc1ccc(NC(=O)CN2CCCC2c2cccn2C)cc1C (stereo not given)	·	·	11%	?	?	·
Cc1ccc(OCC(=O)Nc2c(C)nn(-c3ccccc3)c2C)c(Br)c1	-3%	-13%	-3%	?	-40	·

15 consecutive records already listed, for reference:
SMILES	Sm TGR inh	AmpC detergent	AMA1 RON2 block	HCV inhibitor	HCMV antiviral	FBPA Giardia inh
COc1ccc(Oc2ccc(C(F)(F)F)cc2N)cc1	1%	-2%	11%	-8%	15	-7%
O=C(c1cc(C(=O)NCc2ccccc2)c(=O)n(Cc2ccccc2)c1)c1cc(Br)ccc1O	-4%	0%	-6%	?	-14	-1%
O=C(Cn1ncc2c([nH]c3ccccc32)c1=O)Nc1cccnc1	0%	-8%	-6%	20%	-22	-19%
COc1cccc(-c2nc(-c3ccc4c(c3)NC(=O)CO4)cs2)c1	?	-11%	1%	14µM*	2	0%
COc1cccc(NC(=O)CSc2nncn2N)c1	0%	0%	4%	10%	3	-2%
Cc1cc(C)c2c(=O)cc(C(=O)Nc3sc4c(c3C(=O)NCc3cccnc3)CCCC4)oc2c1	5%	8%	·	·	-10	·
COc1ccc(NC(=O)CN2C(=O)NC3(CCCC3)C2=O)c(OC)c1	2%	?	-5%	12%	-3	4%
COc1cccc(C(=O)Nc2cc(C)c3c(=O)oc4ccccc4c3n2)c1	-3%	3%	1%	14%	55	0%
CCCCCCCC(=O)Nc1cc(C(=O)NCc2ccc(C)cc2)ccc1N1CCC2(CC1)CC(c1cccc(Br)c1)=NO2	0%	-12%	0%	5%	-11	·
CCOC(=O)c1cccc(NC(=O)CSc2nnc(-c3ccoc3C)n2CC)c1	-3%	5%	-27%	-19%	-38	-8%
Cc1ccc2occ(/C=N/NC(=O)c3ccccc3O)c(=O)c2c1	6%	-3%	0%	?	-83*	7%
CCOc1ccc2oc(-c3ccccc3)c(C(=O)N(C)C)c2c1	7%	1%	-4%	?	-62*	2%
Cn1c(Cn2nnc3ccccc32)nnc1SCC(=O)Nc1nccs1	-3%	?	-5%	9%	-27	1%
Cc1ccc(NC(=O)CN2CCCC2c2cccn2C)cc1C (stereo not given)	·	·	11%	?	?	·
Cc1ccc(OCC(=O)Nc2c(C)nn(-c3ccccc3)c2C)c(Br)c1	-3%	-13%	-3%	?	-40	·
